ERG Ets-DNA blk – ERG Ets/DNA interaction inhibition; P11308; fluorescence polarization, His-ERG Ets domain / labelled DNA; Potency, µM (series often up to 76.9 µM), inactives show top-dose FP activity, negative = inhibition, hits mostly inhibitors; 370,000 tested, 0.028% active; AID 624246; active = well fitted inhibition curve with a large enough effect in the polarisation, with a control signal flat; inconclusive = small, poorly fitted or top-dose-only effect, or effect the other way, or a change in a side signal; inactive = no such curve, though single readings can be large or run the other way; the % refers to the polarisation;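 note: polarization taken with two DNA probes labelled with fluorescein and Texas red; % of control where 0% means no effect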
Target sequence (P11308 whole entry, looked up, the tested form may be a part): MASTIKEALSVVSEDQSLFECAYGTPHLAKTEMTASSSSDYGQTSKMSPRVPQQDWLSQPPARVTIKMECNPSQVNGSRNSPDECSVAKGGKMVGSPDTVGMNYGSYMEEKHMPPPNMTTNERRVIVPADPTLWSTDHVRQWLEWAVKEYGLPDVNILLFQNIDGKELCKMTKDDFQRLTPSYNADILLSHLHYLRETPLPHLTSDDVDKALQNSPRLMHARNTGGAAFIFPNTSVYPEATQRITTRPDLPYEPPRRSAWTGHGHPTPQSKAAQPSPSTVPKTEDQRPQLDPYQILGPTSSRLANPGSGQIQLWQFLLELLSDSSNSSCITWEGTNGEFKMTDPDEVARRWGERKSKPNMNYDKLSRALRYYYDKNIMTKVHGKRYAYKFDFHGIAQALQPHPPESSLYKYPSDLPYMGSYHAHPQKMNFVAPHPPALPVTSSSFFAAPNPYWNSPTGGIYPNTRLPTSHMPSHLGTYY
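His-tagged ERG Ets domain (1 uM in the protein solution; 300mM KCl, 50mM Tris-HCl, 1mM EDTA, 1mM DTT, pH 7.5) received compound, then a probe mix of 5 nM fluorescein-DNA and 100nM Texas-615-DNA. Fluorescence polarization was read for both dyes.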
Pin1 inh – inhibitors of human Pin1 | Q13526 | Pin1 FP peptide displacement, HiFluor488, 10 min | Potency, µM (series often up to 115 µM), without a hit: at the highest dose activity, negative = inhibition, usual class: inhibitors | 390,000 tested, 0.009% active | AID 504891; active = well fitted inhibition curve with a large enough effect in the polarisation, with a control signal flat, not every such curve was filed as active; inconclusive = small, poorly fitted or top-dose-only effect, or effect the other way, or a change in a side signal; inactive = no such curve, though single readings can be large or run the other way; the % refers to the polarisation; note: % is set by controls: 0 for no effect and ±100 for the full control effect
Target sequence (Q13526 whole entry, looked up): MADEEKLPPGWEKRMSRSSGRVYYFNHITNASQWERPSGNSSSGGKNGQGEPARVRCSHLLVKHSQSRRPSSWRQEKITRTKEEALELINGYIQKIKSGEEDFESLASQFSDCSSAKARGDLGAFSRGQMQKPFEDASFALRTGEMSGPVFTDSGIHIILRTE
GLS inhibitor – glutaminase GLS (human) inhibition. GLS enzymatic activity, qHTS titration. Potency, µM (titrated, usually from 45.5 µM), without a hit: at the top dose activity change, negative = inhibition, actives largely listed as inhibitors. 410,000 tested, 0.21% active; note: % is set by controls: 0 for no effect and ±100 for the full control effect
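Enzyme dispensed in phosphate buffer (45 mM, pH 8.2, 0.02% Tween-20), compounds pinned in, then 1 mM L-glutamine solution and the glutamate oxidase–HRP–Amplex Red mix added; fluorescence read immediately and again after 30 min at room temperature.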
RGS4 inhibitor – human RGS4 inhibition. P49798. Transcreener GDP fluorescence polarization, RGS4-accelerated GTP hydrolysis. 390,000 tested, 0.039% active. Potency, µM (titrated, usually from 114 µM), for inactives: at the top dose activity change, negative = inhibition, hits mostly inhibitors; note: % is set by controls: 0 for no effect and ±100 for the full control effect; nearly all actives have a fitted effect of over 75% in size; some results filed as inactive show a strong effect at the top dose
Target sequence (P49798 whole entry, looked up): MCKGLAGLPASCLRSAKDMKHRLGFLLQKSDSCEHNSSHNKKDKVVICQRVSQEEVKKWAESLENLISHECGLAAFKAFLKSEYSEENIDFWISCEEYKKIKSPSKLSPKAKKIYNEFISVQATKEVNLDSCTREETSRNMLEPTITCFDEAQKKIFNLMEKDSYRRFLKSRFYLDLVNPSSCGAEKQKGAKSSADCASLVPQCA
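MLSMR compounds (23 nl, pin-transferred) preincubated 10 min at room temperature with a 500nM (2x) first reagent, then RGS4 at 900nM (2x) plus Transcreener GDP mix added; fluorescence polarization (620/688 nm) read before and after 90 min at 30 °C.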
TrxR1 inh – rat TrxR1 inhibition | Potency, µM (titrated, usually from 114 µM), inactives show at the top dose activity change, negative = inhibition, usual class: inhibitors | recombinant rTrxR1, NADPH fluorescence consumption, selenite substrate | O89049 | 390,000 tested, 1% active; note: % is set by controls: 0 for no effect and ±100 for the full control effect; nearly all actives have a fitted effect of over 65% in size
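Rat TrxR1 (90 nM in the dispensed reagent) was pre-reduced with 400 uM NADPH for 5 min at room temperature, then incubated with compound for 15 min. After 400 uM selenite was added, NADPH fluorescence (Ex 340/Em 450 nm) was followed for 8 min.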
Tb PGK inh – blocks T. brucei phosphoglycerate kinase; PGK/GAPDH coupled, Kinase-Glo luminescence, 60 min; 380,000 tested, 0.043% active; P07378; Potency, µM (doses to about 57.5 µM), inactives show at the highest dose activity change, negative = inhibition, actives largely listed as inhibitors; note: % is set by controls: 0 for no effect and ±100 for the full control effect; nearly all actives have a fitted effect of over 60% in size
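Recombinant glycosomal PGK reaction used 1,3-bisphosphoglycerate generated in-well by GAPDH (100nM final) in 100mM TEA pH 7.6, 5mM MgCl2, 0.01% Tween-20. After 60 minutes at room temperature, ATP was read by Kinase-Glo Plus luminescence end-point.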
12-LOX inh – ALOX12 (human) lipoxygenase inhibition | purified 12hLO, xylenol orange hydroperoxide absorbance | P18054 | Potency, µM (series often up to 108 µM), inactives show top-dose activity change, negative = inhibition, usual class: inhibitors | 580,000 tested, 1.1% active; note: % is set by controls: 0 for no effect and ±100 for the full control effect
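Purified human 12hLO (150 nM final) in 25 mM Hepes, 0.01% Triton X-100, pH 7.0 was preincubated 15 min at room temperature with compound. Then 40 uM arachidonic acid was added, 30 min. Hydroperoxide was read by Fe-XO absorbance ratio 573/405 nm.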
HP1b binding inh – blocks HP1-beta chromodomain binding to methylated histone tails. P83916. AlphaScreen HP1-beta / biotin-H3K9me3 peptide binding. 390,000 tested, 0.56% active. Potency, µM (highest dose often 114 µM), for the others: at the highest dose activity change, negative = inhibition, hits mostly inhibitors; note: nearly all actives have a fitted effect of over 70% in size; inactives centre near 23
Target sequence (P83916 whole entry, looked up): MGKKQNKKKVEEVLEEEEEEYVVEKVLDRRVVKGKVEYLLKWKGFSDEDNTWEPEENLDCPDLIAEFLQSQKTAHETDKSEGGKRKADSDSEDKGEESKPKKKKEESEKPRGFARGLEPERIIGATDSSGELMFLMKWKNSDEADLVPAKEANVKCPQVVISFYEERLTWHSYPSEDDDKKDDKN
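Compound inhibition of the preformed complex between 50 nM HP1-beta and 50 nM biotinylated H3K9me3 peptide was read by AlphaScreen. Buffer was PBS pH 7.4 with 0.01% Tween-20. Incubations ran 30 min at room temperature, with 10 ug/mL donor/acceptor beads.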
JMJD2A Tudor inh – JMJD2A Tudor domain (human) inhibition. Potency, µM (highest dose often 114 µM), inactives show at the top dose activity change, negative = inhibition, most hits filed as inhibitors. AlphaScreen JMJD2A-Tudor / H3K4me3 peptide binding. 390,000 tested, 4.4% active. O75164. AID 504339; note: % is set by controls: 0 for no effect and ±100 for the full control effect; nearly all actives have a fitted effect of over 50% in size
An asterisk follows results filed as active; i = inactive; ? = inconclusive; . = no result given; & = joins results of further samples; [ ] = remark or other dose. Unless noted, calls come from the whole dose curve; as a rule, active = well fitted curve in the direction sought with a large enough effect; inconclusive = small, poorly fitted or top-dose-only effect, or another doubt; inactive = no such curve, though single readings can be large; an effect the other way counts as inactive or inconclusive. Potency is the fitted concentration of half-maximal effect. These rows are one share of the data; rates above refer to the full screens.

SMILES	ERG Ets-DNA blk	Pin1 inh	GLS inhibitor	RGS4 inhibitor	TrxR1 inh	Tb PGK inh	12-LOX inh	HP1b binding inh	JMJD2A Tudor inh
C=C1CCC2[C@](C)(CO)[C@H](O)CC[C@@]2(C)[C@@H]1C/C=C1\C(=O)OC[C@H]1O (some centres not stated)	3%	2%	-3%	-8%	5%	-9%	33%[activator]	60%[activator]	-10%
COCCCNC(=S)N/N=C/c1ccc(O)cc1O	-19%	1%	-19%	-15%	15%[57.1 µM]	-1%	304%[activator]	16%	50µM*
CC(=O)c1cccc(Nc2cc(C)nc3nc(Cc4ccccc4)nn23)c1	-2%	-10%	6%	-14%	13%	-2%	-4%	30%	-15%
Cc1ccc(S(=O)(=O)N2CCC(C(=O)OCC(=O)N(C)C3CCS(=O)(=O)C3)CC2)cc1C (configuration not stated)	12%	-9%	8%	17%	13%	2%	1%	29%	-13%
O=C(O)c1ccc2c(c1)C(=O)N(CCCCCCCN1C(=O)c3ccc(C(=O)O)cc3C1=O)C2=O	-5%	2%	?	-27%	10%	i	0%	22%	-25%
CC(OC(=O)CCc1nc2ccccc2c(=O)[nH]1)C(=O)NC1CCCC1 (configuration not stated)	5%	0%	7%	18%	0%	5%	-15%	22%	-17%
O=C1N(Cc2cccc(Cl)c2)C[C@@H]2C[C@@H](c3cccn3-c3nccs3)N3CCC[C@@]123	1%	14%	-1%	-3%	?	1%	-18%	4%	?
COc1ccc(/C=N/OCC(=O)NC(c2ccccc2)c2ccccc2)cc1OC	0%	-2%	10%	10%	10%	i	-2%	39%	7%[57.1 µM]
O=C(O)c1cc2n(n1)CCN(Cc1ccccc1Cl)C2=O	-11%	1%	-6%	1%	14%[57.1 µM]	?	-8%	30%	-4%[11.4 µM]
O=C(CSCc1ccccc1Cl)N1CCN(c2ccc(Cl)cc2)CC1	3%	5%	?	1%	31%[57.1 µM]	0%	?	37%	-8%
Cc1ccc(NC(=O)CSc2nnc(NC(=O)CN3CCOCC3)s2)cc1	3%	9%	3%	3%	16%	0%	0%	19%	?
O=C(Nc1ccccc1F)c1ccc2ncsc2c1	6%	-9%	2%	-40%	17%	-24%	.	47%[activator]	-10%
Cc1nnn(C23CC4CC(CC(C(=O)NN)(C4)C2)C3)n1	3%	-1%	25%	3%	-8%	4%	12%	40%[activator]	-6%
CCc1nc(-n2[nH]c(=O)c3ccccc3c2=O)c2c3c(sc2n1)CCCC3	-3%	0%	1%	-3%	12%	-5%	-3%	33%	-8%
O=C(/C=C/c1ccc(S(=O)(=O)N2CCOCC2)cc1)N1CCN(c2ccc(F)cc2)CC1	-1%	6%	-11%	25%	-17%	1%	0%	-14%	-33%
O=c1[nH]c2ccccc2n1C1CCCCC1	4%	4%	5%	-13%	-6%	18%	2%	18%	-17%
O=C(/C=C/c1ccccc1Cl)c1ccc[nH]1	3%	-7%	5%	-8%	-28%	1%	-13%	-17%	?
COc1ccccc1NC(=O)c1cc2n(n1)C(C(F)(F)F)CC(c1ccc3c(c1)OCO3)N2 (configuration not stated)	-1%	9%	1%	-19%	18%	i	25%	20%	-17%
CCn1c(SCC(=O)c2ccc3c(c2)OCCO3)nnc1C(C)C	-5%	1%	-3%	?	-24%	-7%	?	-12%	-16%
C#Cc1ccc([C@@H]2C=C(C(=O)N3CCN(Cc4ccccc4)CC3)O[C@H](OCC)[C@H]2CCCO)cc1	3%	2%	-1%	-17%	-8%[57.1 µM]	9%	10%	13%	-24%
CC(C)(C)c1ccc(C(=O)NNc2ccc(F)cc2F)cc1	-11%	-2%	-38%	-39%	18%[57.1 µM]	-7%	?	-2%	89µM*
Cn1c(-c2c(N)n(CCCc3ccccc3)c3nc4ccccc4nc23)nc2ccccc21	-4%	?	-2%	5%	8%	-8%	-21%	105%[activator]	21%
COc1cc(C(C#N)N2CCC(c3ccccc3)=N2)ccc1O (configuration not stated)	9%	0%	10µM*	-23%	22µM*	4%	?	23%	-5%
Cc1cccc(NC(=O)CSc2nc3ccc(NC(=O)CCc4ccccc4)cc3s2)c1	12%	17%	6%	8%	7%	11%	-13%	30%	-9%
CCn1ccnc1CN(C)Cc1c(C(=O)N2CCCCCCC2)nc2ccc(Cl)cn12	1%	-4%	-1%	-4%	1%	-2%	14%	36%	-22%
COc1nc(OCCNC(C)=O)nc(N(C)C)n1	-1%	-4%	0%	13%	2%[57.1 µM]	-8%	3%	13%	6%
O=C(Nc1cccc2cccnc12)c1ccc(Cl)cc1Cl	-2%	-3%	0%	-8%	18%	-5%	15%&19%	48%[activator]	21%
O=C(Nc1ccccc1Cl)OCc1cncs1	-10%	14%	1%	-20%	14%	i	59%[activator]	50%[activator]	8%
CCn1c(C)c(C)c2cc(C(=O)NCc3ccc(OC)cc3OC)ccc21	-1%	56%[activator]	5%	-34%	7%[57.1 µM]	i	-10%	-19%	?
CCN(c1ccccc1)S(=O)(=O)c1c[nH]c2ccc([N+](=O)[O-])cc12	17%	1%	-4%	-20%	3%	-1%	-12%	9%	?

Reprinted from the part before: two compounds; new compounds follow.
SMILES	ERG Ets-DNA blk	Pin1 inh	GLS inhibitor	RGS4 inhibitor	TrxR1 inh	Tb PGK inh	12-LOX inh	HP1b binding inh	JMJD2A Tudor inh
CCn1c(C)c(C)c2cc(C(=O)NCc3ccc(OC)cc3OC)ccc21	-1%	56%[activator]	5%	-34%	7%[57.1 µM]	i	-10%	-19%	?
CCN(c1ccccc1)S(=O)(=O)c1c[nH]c2ccc([N+](=O)[O-])cc12	17%	1%	-4%	-20%	3%	-1%	-12%	9%	?
COc1cccc(N2C(=O)C3CCCN3C2c2ccc(N(C)C)cc2)c1 (configuration not stated)	-3%	0%	28%	-7%	16%[57.1 µM]	-4%	-3%	40%[activator]	-20%
CN(C)CCC(O)(c1ccccc1)c1ccccc1Cl (configuration not stated)	-4%	1%	3%	19%	-8%[11.4 µM]	4%	-7%	32%	-10%
CCN(C[C@H]1N[C@@](Cc2ccccc2)(C(=O)OC)[C@H]2C(=O)N(C)C(=O)[C@@H]12)C(=O)COc1ccccc1	-3%	0%	-1%	15%	16%	i	?	10%	-19%
O=C(CP(=O)(c1ccccc1)c1ccccc1)Nc1cccc(CP(=O)(c2ccccc2)c2ccccc2)c1	-2%	-2%	-7%	6%	1%[57.1 µM]	-2%	0%	3%	-16%
Cc1ccccc1NC1=C(C(=O)c2ccccc2)N(C)S(=O)(=O)c2ccccc21	-6%	?	-2%	-17%	0%	-4%	-30%	-32%	?
O=C1c2cccnc2C(O)N1C1CCCCC1 (configuration not stated)	-3%	-1%	2%	-11%	7%	i	13%	58%[activator]	-11%
CCOC(=O)c1[nH]c2c(c1Cc1ccccc1)C(=O)CC(c1ccc(C(C)(C)C)cc1)C2 (configuration not stated)	-3%	15%	-2%	-10%	0%	i	-17%	10%	-27%
COCCNCC(=O)N1c2ccccc2Sc2ccccc21	5%	-5%	-2%	-41%	-4%[57.1 µM]	i	?	-20%	?
COc1ccc(NS(=O)(=O)c2cccc(C(=O)N(C)Cc3ccc(SC)cc3)c2)cc1	8%	16%	18%	-28%	3%	-8%	3%	21%	?
CC(=O)/C=C(\C)N=Nc1c(O)[nH]c2ccccc12	2%	9%	-2%	-9%	7%	7%	-13%	-12%	-31%
CCOC(=O)C1CCN(c2ccc([N+](=O)[O-])cc2)CC1	4%	0%	8%	11%	-2%	4%	-16%	20%	-19%
CC(C(=O)Nc1cc(C(F)(F)F)ccc1N1CCOCC1)N1C(=O)C2CC=CCC2C1=O (configuration not stated)	-2%	1%	-10%	-5%[11.4 µM]	-15%	2%	0%	-15%	2%[11.4 µM]
Cc1ccc(S(=O)(=O)N2CCOCC2)cc1C(=O)OC1CCCCC1=O (configuration not stated)	0%	-4%	1%	10%	8%	-5%	1%	22%	0%
O=C(Nc1ccc(OCC(F)(F)C(F)F)c(C(F)(F)F)c1)c1ccccc1	-1%	-2%	-19%	9%[11.4 µM]	17%	-4%	-20%	-4%	12%[11.4 µM]
COc1cc2c(cc1OC)-c1cc(=Nc3c(C)cc(C)cc3C)n(C)c(=O)n1CC2	.	?	-2%	?	-3%[57.1 µM]	.	.	-25%[57 µM]	?
N#Cc1cc(Oc2ccc(Cl)cc2)c(N2CCOCC2)cc1C#N	7%	10%	-16%	-11%	37%[activator]	-9%	5%	34%[57 µM]	22%
COc1ccc(NC(=O)CSc2nncn2C)cc1OC	-7%	?	?	3%	11%	-1%	427%[activator]	25%	-1%
O=C(NNc1cc(N2CCOCC2)nc(N2CCOCC2)n1)C12CC3CC(CC(C3)C1)C2	-2%	-1%	4%	5%	4%[0.457 µM]	-1%	-10%	18%	-7%
O=C(NC1CC1)C1=C[C@H](c2ccccc2)C[C@H](OCc2ccc(CO)cc2)O1	-1%	6%	-3%	12%	13%[57.1 µM]	-4%	2%	6%	-14%
Cc1cccc(C)c1NC(=O)CNC(=O)CNC(=O)Cc1cccc2ccccc12	1%	22%	-7%	-8%	25%	-4%	-6%	16%	-14%
Cc1cc(NCc2ccc(F)cc2)nc2cc(Cl)ccc12	-11%	3%	-7%	-7%	17%	-1%	0%	121%[activator]	131%[activator]

Screens (PubChem BioAssay)
